XBP1 UPR activ: adaptive UPR (XBP1) activation. activation, % at 20 µM. hit rate 0.33% among 330,000. CHO-XBP1 luciferase reporter, IRE1-XBP1 UPR activation, luminescence; percent of tunicamycin response, DMSO as zero;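 active = versus positive control, 20 µM dose yields 30% or more activation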;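 note: 100% = tunicamycin at 10 µg/mL and 0% = DMSO only wells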
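Assay system: IRE1-XBP1 luciferase reporter CHO line. Input: 1000 cells/well. Buffer or medium: F12 with 10% serum. Doses: 20 µM, 1% DMSO. Times: overnight seeding at 37 °C, 6 h compound treatment at 37 °C. Technique: Steady-Glo luciferase glow luminescence, 10 min after reagent addition.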
UPR CHOP act: activators of apoptotic arm of unfolded protein response (CHOP); CHO-CHOP luciferase reporter, UPR activation, luminescence; percent of tunicamycin response over DMSO baseline; activation, % at 10 µM; hit rate 0.34% among 330,000; AID 449763;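 active = at 10 µM dose, activation of 40% or more, normalized to positive control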;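 note: 100% = tunicamycin at 10 µg/mL and 0% = DMSO alone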
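System: CHO-CHOP luciferase reporter cell line; amount: 500 cells/well; buffer or medium: F12 medium containing 10% fetal bovine serum; incubation: 6 h compound exposure at 37 °C after overnight seeding; measured by: luciferase luminescence after 10 min with Steady-Glo reagent; evaluation: % reporter activation, DMSO baseline versus tunicamycin full activation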
Mdm2 MdmX PPI: disrupts the human Mdm2-MdmX interaction. inhibition, % at 8 µM. SaOS-2 split-luciferase Mdm2/MdmX complementation, luminescence. O15151+Q00987. hit rate 3% among 330,000;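 active = inhibition of at least 50% at 8 µM in the primary screen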
Target sequence (O15151 whole entry, looked up): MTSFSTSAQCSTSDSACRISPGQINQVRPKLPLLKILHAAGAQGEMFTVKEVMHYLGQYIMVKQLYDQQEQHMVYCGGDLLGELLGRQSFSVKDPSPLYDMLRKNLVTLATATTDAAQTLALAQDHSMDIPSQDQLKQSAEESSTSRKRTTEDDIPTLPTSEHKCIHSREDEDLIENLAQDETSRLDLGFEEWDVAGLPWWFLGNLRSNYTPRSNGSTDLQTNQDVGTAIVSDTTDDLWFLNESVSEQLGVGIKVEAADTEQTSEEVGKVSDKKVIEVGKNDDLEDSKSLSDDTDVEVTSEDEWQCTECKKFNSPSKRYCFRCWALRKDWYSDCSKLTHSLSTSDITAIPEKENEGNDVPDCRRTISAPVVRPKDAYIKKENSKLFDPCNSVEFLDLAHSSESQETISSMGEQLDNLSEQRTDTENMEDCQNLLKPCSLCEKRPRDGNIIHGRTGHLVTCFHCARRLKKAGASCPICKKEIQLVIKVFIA
Target sequence (Q00987 whole entry, looked up): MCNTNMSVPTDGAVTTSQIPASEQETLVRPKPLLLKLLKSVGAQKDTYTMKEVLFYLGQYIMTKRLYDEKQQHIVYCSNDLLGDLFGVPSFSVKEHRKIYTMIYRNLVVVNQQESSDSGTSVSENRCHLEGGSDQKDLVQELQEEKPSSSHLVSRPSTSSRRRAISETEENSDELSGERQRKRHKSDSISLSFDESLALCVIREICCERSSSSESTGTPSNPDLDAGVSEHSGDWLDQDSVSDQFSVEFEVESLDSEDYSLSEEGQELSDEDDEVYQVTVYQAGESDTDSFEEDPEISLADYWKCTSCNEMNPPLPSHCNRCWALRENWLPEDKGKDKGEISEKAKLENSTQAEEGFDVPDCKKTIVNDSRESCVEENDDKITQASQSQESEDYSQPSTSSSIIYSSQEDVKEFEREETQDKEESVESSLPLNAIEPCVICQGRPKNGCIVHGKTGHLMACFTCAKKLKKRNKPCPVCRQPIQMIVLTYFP
697 NFkB inh: lowers PMA/ionomycin-induced NF-kB signal in 697 B cells; 697 B-cell NF-kB luciferase reporter, 16 h; inhibition, % at 4 µM; hit rate 0.33% among 330,000; AID 435022; in the data active = inhibition above about 35%
Jurkat NFkB inh: lowers PMA/ionomycin-induced NF-kB signal in Jurkat cells; hit rate 0.53% among 330,000; inhibition, % at 4 µM; PMA/ionomycin-induced NF-kB luciferase reporter, luminescence; in the data active = inhibition above about 50%
tim10-1 inh: growth inhibitors of tim10-1 mutant yeast. S. cerevisiae tim10-1 ts strain growth, BacTiter-Glo, 24 h. inhibition, % at 20 µM. hit rate 2.2% among 330,000. AID 463190;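 active = inhibition of at least 40%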;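 note: mutant grown at 25 °C; 0% = DMSO wells with yeast and 100% = wells holding no yeast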
tim23-1 inh: growth inhibitors of tim23-1 mutant yeast | hit rate 1.3% among 330,000 | S. cerevisiae tim23-1 growth, BacTiter-Glo luminescence, 24 h | inhibition, % at 20 µM;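 active = growth inhibition of the mutant yeast at or above 50%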;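 note: temperature-sensitive mutant grown at 25 °C; plate controls were DMSO-treated mutant yeast for no effect and medium wells lacking yeast for full effect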
TIM10 inh: growth inhibitors of TIM10 yeast strain. AID 463195. inhibition, % at 10 µM. hit rate 1.4% among 330,000. S. cerevisiae TIM10 strain growth, BacTiter-Glo luminescence, 24 h;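 active = inhibition of 40% or more at the single tested concentration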;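 note: wild-type TIM10 isogenic control strain grown at permissive 25 °C; 0% = DMSO yeast wells and 100% = minimal medium wells without yeast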
Numbers without * were called inactive; . = no result given.

SMILES	XBP1 UPR activ	UPR CHOP act	Mdm2 MdmX PPI	697 NFkB inh	Jurkat NFkB inh	tim10-1 inh	tim23-1 inh	TIM10 inh
COc1ccccc1N1CCN(C(c2cc3cc(C)ccc3[nH]c2=O)c2nnnn2C2CCCC2)CC1 (stereo not drawn)	3	2.0	12	27	18	10	12	6
COc1ccc(N2C(=O)C(CC(=O)O)S/C2=N\N=C\c2cccs2)cc1 (stereo not drawn)	4	-0.6	0	0	-16	11	10	-16
C/C(=N/NS(=O)(=O)c1ccccc1)c1c[nH]c2ccccc12	0	1.0	1	14	20	13	11	-6
O=C(Nc1nnc(-c2ccccn2)o1)c1cccc(Br)c1	-3	-0.5	16	4	-4	13	13	-11
CCOC(=O)C1(Cc2cccc(OC)c2)CCN(Cc2cccc(OCC)c2O)CC1	-4	1.0	11	1	-6	8	15	12
Cc1nc2cc(Cl)c(Cl)cc2n1CCCO	1	1.8	-11	-8	2	13	-1	6
Cc1ccccc1C1=NC(C(F)(F)F)(C(F)(F)F)c2c(n(-c3ccc(F)cc3)c(=O)[nH]c2=O)N1	-1	3.2	20	-22	-9	17	4	-4
CC(=O)c1cccc(NC(=O)c2cc(-c3ccco3)nc3ccccc23)c1	0	-0.5	33	17	29	1	4	15
O=C(Nc1c(-c2ccccc2)nc2ccccn12)c1cccc(F)c1	-5	0.6	19	20	-10	0	12	1
COc1ccccc1CNC(=O)Cn1c(=O)oc2cc(S(=O)(=O)N3CCCC3)ccc21	0	-0.3	2	11	1	-1	0	2
Cn1c(CSCc2ccc(Cl)cc2Cl)n[nH]c1=S	-3	0.4	10	-20	0	3	19	15
CCCc1cc(=O)oc2cc(OCC(=O)NC(Cc3ccc(Cl)cc3)C(=O)O)ccc12 (stereo not drawn)	-3	-0.7	18	-16	-7	17	-1	8
COc1ccc(C)cc1NC(=O)c1sc2ncnc(N3CCN(c4ccccn4)CC3)c2c1C	7	2.4	29	2	10	13	-2	14
CC(C)(C)c1ccc(Oc2ncccc2NC(=O)c2cccs2)cc1	2	0.7	23	-18	22	19	16	22
COc1ccccc1CN1[C@@H](CC(C)=O)c2cc(C(F)(F)F)ccc2S1(=O)=O	-2	0.1	-17	10	13	9	18	4
Nc1cc(Cl)ccc1C(=O)OCC(=O)NC(=O)NCc1ccccc1	-4	-2.8	17	9	10	12	8	15
CC(C)(C)N(Cc1ccccc1)C(=O)COC(=O)c1ccc(S(=O)(=O)N2CCOCC2)cc1	-3	-0.2	-18	-2	-5	20	36	12
COc1ccc(COCC(O)CN(Cc2ccco2)Cc2ccccc2O)cc1 (stereo not drawn)	-1	1.2	-7	0	5	6	17	5
CCC1(CC)Cc2ccccc2C2=C(C(=O)N3CCCCC3)C(=O)C(=O)N21	3	-2.1	0	6	5	11	-2	13
Cn1cc(P(=S)(N2CCOCC2)N2CCOCC2)cc1P(=O)(N1CCOCC1)N1CCOCC1	-5	-2.3	16	14	1	3	4	-1
Cn1c(N)c(C(=O)COC(=O)Cc2cccc(C(F)(F)F)c2)c(=O)n(C)c1=O	1	0.5	-2	-3	-10	12	14	8
CC1N=C(N)C(c2nc3ccccc3n2C)=C1O (stereo not drawn)	-3	-1.1	1	11	1	-4	19	-2
CNC(=O)C(=O)Nc1c(O)c2ccccc2[nH]c1=O	-2	-1.2	30	-27	-21	-1	7	-1
O=C(CN1CCN(c2ccc(O)cc2)CC1)Nc1cc([N+](=O)[O-])ccc1Cl	-4	-0.9	-29	-9	14	-3	-14	0
CCCCNC(=O)c1onc(CSc2cc(C)cc(C)c2)c1C(=O)O	-2	0.9	-4	17	8	-3	-4	-3
The results go on.
SMILES	XBP1 UPR activ	UPR CHOP act	Mdm2 MdmX PPI	697 NFkB inh	Jurkat NFkB inh	tim10-1 inh	tim23-1 inh	TIM10 inh
Cc1noc(C)c1S(=O)(=O)Nc1cccc(C(F)(F)F)c1	-4	0.8	17	-3	-17	12	7	12
Cc1ccc(-c2nnc(SCC(=O)O)n2N)cc1	0	-2.0	-11	-1	-2	13	-4	-10
COc1ccc(C(=O)NCC(O)CN2CCOCC2)cc1[N+](=O)[O-] (stereo not drawn)	-1	-0.9	14	15	2	-7	-5	-12
S=c1[nH]c2ccccc2n1Cc1ccccc1	-2	1.0	23	-18	-13	17	24	7
CC(C)(C)C(=O)NC1(C(F)(F)F)NC(=O)N(CCc2ccccc2)C1=O (stereo not drawn)	6	0.9	11	11	-4	-5	-9	-11
O=c1oc2ccccc2cc1-c1csc(Cc2nc(-c3ccc(Cl)cc3)cs2)n1	-1	-0.2	18	-25	-6	7	9	5
O=S(=O)(c1ccc(Cl)cc1)N1CCC(O)(CN2CCN(Cc3ccccc3)CC2)CC1	-3	-2.3	15	15	-6	2	10	-3
c1coc(-c2nnc(NC3=NCCC3)o2)c1	0	2.5	-85	-47	-50	7	-25	-1
CCCC(=O)NC(c1ccc2c(c1)OCO2)c1cc(Cl)c2cccnc2c1O (stereo not drawn)	3	0.5	76*	-10	8	34	43	-16
CC(C)CC(=O)NC(=S)Nc1ccccn1	1	0.7	10	13	-2	21	2	-1
CCSc1nnc(NC(=O)c2ccc3nc[nH]c3c2)s1	3	3.9	-50	-79	-24	13	8	-3
O=C1c2ccccc2C(=O)N1CCCc1cn(C[C@H]2CC[C@H](Cn3cc(CCCN4C(=O)c5ccccc5C4=O)nn3)O2)nn1	-2	2.2	16	5	.	13	35	2
COc1ccccc1CNC(=O)CN1C(=O)NC2(CCCCCCC2)C1=O	0	-0.5	10	2	-8	17	8	6
O=C(NNc1c(F)c(F)cc(F)c1F)c1ccc(Cl)nc1	0	0.3	3	-1	-17	21	15	-9
Cc1cc(=O)[nH]c(Nc2cccc(F)c2)n1	-2	1.5	8	10	7	-14	0	-18
COc1cc(/C=C/C(=O)NCC(=O)N2CCC(N(C)CCN3CCOCC3)CC2)ccc1OC(C)C	3	-1.4	-24	-14	-3	-2	22	-2
CCOc1cc(C(=O)N2CCC(CC3CC(c4ccccc4)=NO3)(C(=O)NCc3ccc(OC)cc3)CC2)cc(OCC)c1OCC (stereo not drawn)	-3	0.8	23	21	28	-1	5	5
c1ccc(-c2noc(-c3ccncc3)n2)nc1	-6	-1.7	-2	-76	-70	-1	7	-3
CCOC(=O)C(C#N)c1ccccn1 (stereo not drawn)	0	-0.3	-3	-13	2	-12	-6	-31
COc1ccc(N2CCN(c3oc(Cc4ccccc4)nc3C#N)CC2)cc1	-1	-0.9	10	-18	-4	40*	37	12
CCOc1ccc2nc(Cl)c(CN(C(C)=O)C3CCCCC3)cc2c1	2	-2.2	19	-9	-4	37	31	8
O=C(Nc1c(F)cccc1F)c1ccc(-n2cncn2)nc1	2	1.4	-5	4	-6	1	-2	13
CCOC(=O)[C@H]1[C@H]2COc3ccc(Cl)cc3[C@@H]2N2C(=O)CN(C)C(=O)[C@@]12C	-1	1.0	10	12	14	-3	1	0
N#CCCN(C(=O)COC(=O)CNC(=O)c1cccs1)c1ccc(F)cc1	2	-0.3	10	7	-10	-1	-8	-2
COc1cccc(OCC(=O)NNC(=O)c2cnccn2)c1	-3	-0.1	0	9	-15	1	3	-5

Three compounds from above, limited to TIM10 inh, 697 NFkB inh and tim10-1 inh:
| SMILES | TIM10 inh | 697 NFkB inh | tim10-1 inh |
| --- | --- | --- | --- |
| CCOc1cc(C(=O)N2CCC(CC3CC(c4ccccc4)=NO3)(C(=O)NCc3ccc(OC)cc3)CC2)cc(OCC)c1OCC (stereo not drawn) | 5 | 21 | -1 |
| O=S(=O)(c1ccc(Cl)cc1)N1CCC(O)(CN2CCN(Cc3ccccc3)CC2)CC1 | -3 | 15 | 2 |
| CCOc1ccc2nc(Cl)c(CN(C(C)=O)C3CCCCC3)cc2c1 | 8 | -9 | 37 |

(further entries)
SMILES	XBP1 UPR activ	UPR CHOP act	Mdm2 MdmX PPI	697 NFkB inh	Jurkat NFkB inh	tim10-1 inh	tim23-1 inh	TIM10 inh
COC(=O)C1=C(C)NC(=O)NC1C1CC=CCC1 (stereo not drawn)	-6	-0.2	9	20	-13	-3	-1	-12
COC(=O)c1ccc2nc(-c3ccc4c(c3)OCO4)cn2c1	-6	-6.6	37	-112	-75	6	0	3
Cc1cccc(NC(=O)CSCC(=O)Nc2cc(S(=O)(=O)N3CCOCC3)ccc2N2CCCC2)c1	-5	0.6	9	2	-1	-9	1	1
O=C(Nc1ccccc1)C1COc2ccccc2O1 (stereo not drawn)	-4	7.1	7	4	-5	-1	5	0
Cc1cccc(NC(=O)CSc2nc3c(c(=O)[nH]2)CCC3)c1C	-2	1.0	5	18	-6	4	9	3
O=C(O)Cc1ccc2ocnc2c1	3	1.2	3	10	-5	6	10	-2
CC1CCCN(CCC(=O)Nc2ccccc2)C1 (stereo not drawn)	-1	-2.0	19	-12	13	3	4	-6
CC(=O)Nc1cccc(Oc2ncnc3scc(-c4ccccc4)c23)c1	6	-0.6	-26	-3	13	25	43	48*
COc1cccc(NC(=O)Cn2c(=O)n(CCC(=O)NC3CCN(Cc4ccccc4)CC3)c(=O)c3ccccc32)c1	-2	-1.0	36	3	-7	-9	9	-18
O=c1cnnc(Nc2cccc(C(F)(F)F)c2)[nH]1	3	-0.6	-4	7	6	28	14	1
Cn1c(SCC(=O)Nc2cc(C(C)(C)C)nn2-c2ccccc2)nc2ccccc21	-2	-2.1	-7	3	-4	29	40	43*
CCCCC(=O)Nc1nc(C)c(-c2csc(Nc3cc(Cl)ccc3OC)n2)s1	-2	-0.2	-10	5	-8	19	23	12
O=C(COc1ccc(NC(=O)c2cccs2)cc1)c1ccc(F)cc1	-3	1.4	0	-16	3	-14	-7	0

Random excerpt: 3 compounds from above, in no set order.
SMILES	XBP1 UPR activ	UPR CHOP act	Mdm2 MdmX PPI	697 NFkB inh	Jurkat NFkB inh	tim10-1 inh	tim23-1 inh	TIM10 inh
CCOC(=O)C(C#N)c1ccccn1 (stereo not drawn)	0	-0.3	-3	-13	2	-12	-6	-31
Nc1cc(Cl)ccc1C(=O)OCC(=O)NC(=O)NCc1ccccc1	-4	-2.8	17	9	10	12	8	15
CCCC(=O)NC(c1ccc2c(c1)OCO2)c1cc(Cl)c2cccnc2c1O (stereo not drawn)	3	0.5	76*	-10	8	34	43	-16

Record cards, as listed above. Order of values: XBP1 UPR activ	UPR CHOP act	Mdm2 MdmX PPI	697 NFkB inh	Jurkat NFkB inh	tim10-1 inh	tim23-1 inh	TIM10 inh
COC(=O)c1ccc2nc(-c3ccc4c(c3)OCO4)cn2c1 across the screens: -6	-6.6	37	-112	-75	6	0	3
Cn1c(SCC(=O)Nc2cc(C(C)(C)C)nn2-c2ccccc2)nc2ccccc21 across the screens: -2	-2.1	-7	3	-4	29	40	43*
O=C(O)Cc1ccc2ocnc2c1 across the screens: 3	1.2	3	10	-5	6	10	-2
CC(=O)Nc1cccc(Oc2ncnc3scc(-c4ccccc4)c23)c1 across the screens: 6	-0.6	-26	-3	13	25	43	48*

Screening data: PubChem, Sanford-Burnham Center for Chemical Genomics
